Screening results as filed in PubChem.
HEK cytotox – kills HEK 293 cells; HEK 293 viability, ATP luminescence (CellTiter-Glo), 48-72 h; Potency, µM (doses to about 115 µM), inactives show top-dose activity change, negative = cytotoxicity, usual class: inhibitors; 6.6% of 94,000 active; further: potency means the concentration at half of the fitted maximal effect; nearly all actives have a fitted effect of over 60% in size
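ATP-coupled CellTiter-Glo luminescence served as viability read-out, recorded 10 min after reagent addition at room temperature. HEK 293 cells, 250 cells/well, had been incubated with pintool-transferred compound for 48 or 72 hr at 37 degree Celsius.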
SNCA expr inh – SNCA gene expression inhibition. HEK-293 SNCA-luciferase knock-in, luminescence, 24 h. Potency, µM (series often up to 57.2 µM), for inactives: at the highest dose activity change, negative = inhibition, usual class: inhibitors. 0.17% of 140,000 active;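 further: potency means the concentration at half of the fitted maximal effect; plate controls were DMSO cells for no effect and cell-free wells for full effect; nearly all actives have a fitted effect of over 45% in size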
Luciferase inh – blocks purified firefly luciferase enzyme activity. Potency, µM (highest dose often 115 µM), without a hit: at the top dose activity change, negative = inhibition, usual class: inhibitors. 2.5% of 76,000 active. P08659. AID 1347043. purified P. pyralis luciferase, luminescence, biochemical; further: potency means the concentration at half of the fitted maximal effect; nearly all actives have a fitted effect of over 65% in size
Target sequence (P08659 whole entry, looked up): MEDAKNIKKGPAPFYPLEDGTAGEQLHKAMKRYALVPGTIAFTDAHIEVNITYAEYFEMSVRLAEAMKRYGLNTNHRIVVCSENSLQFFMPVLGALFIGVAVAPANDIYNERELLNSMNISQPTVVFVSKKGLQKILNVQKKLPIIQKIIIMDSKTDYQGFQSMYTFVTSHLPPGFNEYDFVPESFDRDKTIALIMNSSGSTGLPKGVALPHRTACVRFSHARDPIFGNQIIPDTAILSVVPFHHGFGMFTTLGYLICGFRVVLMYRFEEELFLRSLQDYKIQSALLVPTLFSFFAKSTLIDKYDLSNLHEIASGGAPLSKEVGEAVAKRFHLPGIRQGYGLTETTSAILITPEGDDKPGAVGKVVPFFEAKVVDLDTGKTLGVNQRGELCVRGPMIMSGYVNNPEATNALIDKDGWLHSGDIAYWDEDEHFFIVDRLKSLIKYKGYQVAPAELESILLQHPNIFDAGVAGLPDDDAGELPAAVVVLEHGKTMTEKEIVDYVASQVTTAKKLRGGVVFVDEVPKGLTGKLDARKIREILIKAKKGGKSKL
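Cell-free enzyme assay, 10nM P. pyralis luciferase, luciferin and ATP each at 10uM. Inhibition profiled over a 6-point titration, read as luminescence.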
SNCA viab count – cell viability loss counter-screen; HEK-293-SNCA-luc viability, GF-AFC fluorescence, 24 h; 0.12% of 150,000 active; AID 1671193; Potency, µM (doses to about 57.1 µM), inactives show top-dose activity change, negative = cytotoxicity, hits mostly cytotoxic;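 further: potency means the concentration at half of the fitted maximal effect; 0% = DMSO-treated cells and -100% = medium-only wells without cells; nearly all actives have a fitted effect of over 30% in size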
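HEK-293-SNCA-luc cells (1500/well) plated 24 h, then exposed 24 h to a dilution series; GF-AFC added 30 min at 37C, fluorescence 405/540 nm; normalised to medium-only and DMSO wells, Hill fit.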
NIH3T3 tox – cytotoxic compounds in NIH 3T3 cells; NIH 3T3 viability, CellTiter-Glo ATP luminescence, 48-72 h; Potency, µM (top dose mostly 96.7 µM), without a hit: at the top dose activity change, negative = cytotoxicity, most hits filed as inhibitors; 4.3% of 94,000 active; AID 1345082; further: potency means the concentration at half of the fitted maximal effect; nearly all actives have a fitted effect of over 55% in size
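Mouse fibroblast NIH 3T3 cells, 400 per well, received compound via pintool and were incubated for 48 or 72 hr prior to CellTiter-Glo ATP luminescence measurement.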
IP6K1 inhibitor – inhibitors of human IP6K1. IP6K1 kinase, ADP-Glo luminescence, 2 h; active compounds read low. activity change, % (series mostly up to about 58 µM). 0.81% of 140,000 active; in the data active means activity change below about -25%
Target sequence (Q92551 whole entry, looked up): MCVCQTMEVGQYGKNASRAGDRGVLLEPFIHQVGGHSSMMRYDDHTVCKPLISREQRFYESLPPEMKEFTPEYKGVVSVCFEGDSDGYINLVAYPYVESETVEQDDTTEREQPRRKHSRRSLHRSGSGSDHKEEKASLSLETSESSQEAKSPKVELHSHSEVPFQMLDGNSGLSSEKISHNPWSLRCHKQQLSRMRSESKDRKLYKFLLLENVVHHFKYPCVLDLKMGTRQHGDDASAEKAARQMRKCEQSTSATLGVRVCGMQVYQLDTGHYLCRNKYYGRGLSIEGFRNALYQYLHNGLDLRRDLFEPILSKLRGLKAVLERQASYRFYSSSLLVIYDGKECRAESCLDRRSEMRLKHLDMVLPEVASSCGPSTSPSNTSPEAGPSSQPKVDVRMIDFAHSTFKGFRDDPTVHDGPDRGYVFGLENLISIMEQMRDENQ
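ADP-Glo luminescence measures ADP made by human IP6K1 during a 2 h RT reaction with ATP/IP6 (mix at 1.3 mM/130 uM); top library doses 57.5 and 19.1 uM final.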
GPT2 inh – inhibitors of human GPT2 alanine aminotransferase | Q8TD30 | Recombinant GPT2, coupled pyruvate oxidase/HRP Amplex Red fluorescence | Potency, µM (highest dose often 57.7 µM), for the others: top-dose activity change, negative = inhibition, usual class: inhibitors | 0.25% of 100,000 active; further: potency means the concentration at half of the fitted maximal effect; nearly all actives have a fitted effect of over 60% in size; many of its hits are not listed in these tables
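Recombinant GPT2 (10ng/uL) with 250uM a-KG and 2mM L-alanine, 30 min at room temperature, in HEPES pH 7.5 buffer. Pyruvate detected by pyruvate oxidase/HRP/Amplex Red fluorescence after 30 min in the dark; AOA (50uM) as positive control.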
The depositor's hits bear a star; i = inactive; ? = inconclusive; / = no result given; [ ] = dose if it differs, or a comment. Unless noted, the call rests on the fitted dose curve; in most records, active means well fitted curve in the direction sought with a large enough effect; inconclusive means small, poorly fitted or top-dose-only effect, or another doubt; inactive means no such curve, though single readings can be large; an effect the other way counts as inactive or inconclusive. Unless noted, on the % scale 0 is the no-effect control and ±100 the full control effect.

SMILES	HEK cytotox	SNCA expr inh	Luciferase inh	SNCA viab count	NIH3T3 tox	IP6K1 inhibitor	GPT2 inh
COCC1CN(C2CCC2)CC12CCN(C(=O)CCCc1ccccc1)CC2 (stereo not given)	32µM*	44%[activator]	/	-7%	?	9	-13%
CN(C)c1ccc(C(=O)NC2CCN(c3cc(-c4ccc(Cl)cc4)[nH]n3)CC2)cc1	?	-12%	6%	-11%	-19%	-8	i
Cc1cc(F)ccc1-c1[nH]nc2ncc(-c3ccnn3C)nc12	?	-24%[87.6 µM]	3%[172 µM]	3%[87.6 µM]	-25%[138 µM]	8	2%[88.5 µM]
Cc1c(Cl)cccc1NC(=O)CSc1cc(-c2ccccc2)ncn1	/	-2%	/	1%	/	-7	/
Cc1ccc(C(=O)N2CC[C@H](c3n[nH]c(C)n3)[C@H](NC(=O)C3CC3)C2)cc1	-9%	26%	6%	-3%[12.5 µM]	i	2	2%
CCc1noc(-c2ccn3c(CNC(=O)Cc4ccc(Cl)cc4)nnc3c2)n1	-6%	-11%	0%	-6%	2%	15	i
Cc1ccc(-c2cccc(CN3CCCC(NC(=O)Cc4ccccn4)C3)c2)cc1Cl (stereo not given)	-20%	?	/	-17%	25µM*	-2	i
CCCn1c(CCC(=O)Nc2cc(C(=O)OC)cc(C(=O)OC)c2)nc2cccnc21	/	29%	/	-26%	/	54	/
CCC(C)OC(=O)/C(C#N)=C\c1ccc(-c2cccc(C(F)(F)F)c2)o1 (stereo not given)	/	6%	/	-16%	/	17	/
C=CCCC(=O)N1C[C@@H](C(=O)OCC)[C@@H]2Oc3ccccc3[C@@H]21	-4%	/	/	/	?	10	/
Cc1cccc(CC(=O)N2CCc3c(nc4cc[nH]n4c3=O)C2)c1	?	-10%	0%	5%	1%	10	-8%
O=C(CSc1ncc(-c2ccccc2)[nH]1)Nc1cccc(C(F)(F)F)c1	/	-24%	/	?	/	-5	/
CC1=NS(=O)(=O)N(Cc2ccccc2)C=C1C(=O)OCc1nc(-c2ccc(Cl)cc2)no1	?	-5%	-19%	2%	?	4	-6%
Cc1ccsc1CN1CCC2(CC1)CN(c1ccncn1)CC2CO (stereo not given)	-28%	-13%	-15%	-4%[12.5 µM]	?	4	-4%
O=C(Nc1ccc([C@H]2OCC(=O)N(C3CCOCC3)[C@@H]2CO)cc1)C1CCC1	-18%[172 µM]	-20%[87.6 µM]	-3%[172 µM]	21%[87.6 µM]	-4%[174 µM]	17	?
Cn1nccc1C(O)c1cc2n(n1)CCCN(c1nc3ccccc3s1)C2 (stereo not given)	-21%	1%	13%	-7%	-2%	-11	2%
COC(=O)[C@@H]1Cc2ncn(C)c2CN1S(=O)(=O)c1ccc2ccccc2c1	-7%[172 µM]	-26%[87.6 µM]	0%[172 µM]	1%[87.6 µM]	79µM*	-12	i
COCCNC(=O)C1CCCN(Cc2cccc(-c3cccc(C)c3)c2)C1 (stereo not given)	?	-13%	/	3%	?	-2	i
O=C(NC1CCCCC1)N[C@H]1[C@H](O)[C@@H](N2CCC(Cc3ccccc3)CC2)[C@@H]2OC[C@H]1O2	?	-22%	2%	-1%	?	0	i
CCCCSc1ncc(CN2CC[C@@]3(O)CCN(C(C)=O)C[C@H]3C2)cn1	-25%	16%	2%	-13%	-19%	8	1%

Shown with each value named: entries from further up
COCCNC(=O)C1CCCN(Cc2cccc(-c3cccc(C)c3)c2)C1 (stereo not given)
  HEK cytotox: ? | SNCA expr inh: -13% | Luciferase inh: / | SNCA viab count: 3% | NIH3T3 tox: ? | IP6K1 inhibitor: -2 | GPT2 inh: i

Cc1c(Cl)cccc1NC(=O)CSc1cc(-c2ccccc2)ncn1
  HEK cytotox: / | SNCA expr inh: -2% | Luciferase inh: / | SNCA viab count: 1% | NIH3T3 tox: / | IP6K1 inhibitor: -7 | GPT2 inh: /

CCC(C)OC(=O)/C(C#N)=C\c1ccc(-c2cccc(C(F)(F)F)c2)o1 (stereo not given)
  HEK cytotox: / | SNCA expr inh: 6% | Luciferase inh: / | SNCA viab count: -16% | NIH3T3 tox: / | IP6K1 inhibitor: 17 | GPT2 inh: /

Cn1nccc1C(O)c1cc2n(n1)CCCN(c1nc3ccccc3s1)C2 (stereo not given)
  HEK cytotox: -21% | SNCA expr inh: 1% | Luciferase inh: 13% | SNCA viab count: -7% | NIH3T3 tox: -2% | IP6K1 inhibitor: -11 | GPT2 inh: 2%

Later entries:
SMILES	HEK cytotox	SNCA expr inh	Luciferase inh	SNCA viab count	NIH3T3 tox	IP6K1 inhibitor	GPT2 inh
CCCOCCNC(=O)c1c(C)noc1-c1cccc(F)c1	2%	3%	-6%	-1%	-14%	10	-2%
COc1ccccc1NC(=O)C1=C(C)Nc2nc(SCC(=O)c3ccc(C)cc3)nn2C1c1ccccc1C (stereo not given)	/	-30%	/	8%	/	32	/
c1ccc2sc(N3CCN(Cc4cc5n(n4)CCCNC5)CC3)nc2c1	-14%	21%	0%	7%	-20%	3	-39%
CC(=O)N1CCCc2cc(S(=O)(=O)Nc3ccc(Cl)cc3F)ccc21	/	-20%	/	8%	/	-6	/
NC1CCC(n2cc(C(=O)NCc3ccccc3-n3cccn3)nn2)CC1 (stereo not given)	2%	6%	4%	10%	i	2	4%
O=C(COc1ccccc1F)Nc1ccc(-c2nc3ccccc3s2)cc1	/	46%[activator]	/	0%	/	-14	/
O=c1c(N2CCc3ccccc3C2)csc2ccccc12	/	103%[activator]	/	-3%	/	-12	/
Cc1cnc(C(=O)N2C[C@@H](Oc3cccnc3)C[C@H]2C(=O)NC2CC2)cn1	-1%	22%	3%	-3%	3%	10	-8%
CCOc1ccc(NC(=O)c2cc3c(=O)n(Cc4cccs4)ccc3nc2C)cc1	/	-1%	/	-3%	/	2	/
Cc1ccccc1OCCCn1c(CCNC(=O)C2CCCCC2)nc2ccccc21	/	-7%	/	-9%	/	9	/
CCCN1CCC2(CCN(C(=O)c3ccccc3C)CC2)Oc2ccccc21	?	35%[activator]	7%	-5%	?	-9	3%
CCCN1CCN(c2ccc(C(=O)N(C)Cc3ccc4ccccc4n3)cn2)CC1	-27%	-15%	-6%	7%	-1%	47	?
CC1CCN(C(=O)c2ccc(-c3ccc(N4CCSCC4)nc3)cc2)CC1	20µM*	?	?	?	?	1	i
CCc1ccc(-n2c(=O)c3c4c(sc3n(Cc3ccc(F)cc3)c2=O)CCCC4)cc1	/	-6%	/	21%	/	-28*	/
CCN(CC)S(=O)(=O)c1ccc2c(c1)N(CC(=O)Nc1cccc(C#N)c1)C(=O)CO2	/	-8%	/	-18%	/	12	/
CC(=O)NC1(C)CCN(Cc2cnc(-c3ccc4c(ccn4C)c3)s2)CC1	?	113%[activator][87.6 µM]	?	-15%[87.6 µM]	-27%[138 µM]	-1	2%[88.5 µM]
COc1ccc(C2CC(=O)c3c([nH]c(C(=O)OC4CCCCCC4)c3C)C2)cc1OC (stereo not given)	/	16%	/	7%	/	11	/
CC(=O)NC1(C)CCCN(Cc2cccc(Nc3ccncc3)c2)C1 (stereo not given)	?	-27%[87.6 µM]	-27%[172 µM]	-20%[87.6 µM]	?	-9	-5%[88.5 µM]
CC(C)CC(C)NC(=O)c1ccc(CN2C(=O)NC3(CCS(=O)(=O)CC3)C2=O)cc1 (stereo not given)	4%	5%	8%	5%	-13%	0	-1%
Cc1cccc(OC[C@H]2C[C@@H](NCc3cccc4c3OCO4)[C@H](O)[C@@H]2O)n1	-5%	19%	-16%	7%	-21%	1	-8%

4 structures already listed, sorted by heavy-atom count, descending:
SMILES	HEK cytotox	SNCA expr inh	Luciferase inh	SNCA viab count	NIH3T3 tox	IP6K1 inhibitor	GPT2 inh
COc1ccc(C2CC(=O)c3c([nH]c(C(=O)OC4CCCCCC4)c3C)C2)cc1OC (stereo not given)	/	16%	/	7%	/	11	/
CCOc1ccc(NC(=O)c2cc3c(=O)n(Cc4cccs4)ccc3nc2C)cc1	/	-1%	/	-3%	/	2	/
NC1CCC(n2cc(C(=O)NCc3ccccc3-n3cccn3)nn2)CC1 (stereo not given)	2%	6%	4%	10%	i	2	4%
CCCOCCNC(=O)c1c(C)noc1-c1cccc(F)c1	2%	3%	-6%	-1%	-14%	10	-2%

Next entries.
SMILES	HEK cytotox	SNCA expr inh	Luciferase inh	SNCA viab count	NIH3T3 tox	IP6K1 inhibitor	GPT2 inh
CCc1nc(NC2CCCC2)ncc1C(=O)O	8%	-10%	-9%	-18%	3%	-3	3%
Cc1noc(C)c1CC(=O)N1CCCn2cc(-c3ccccc3)nc21	-30%	2%	5%	8%	-15%	0	i
O=S(=O)(c1ccc(Cl)cc1)c1nnn2c1nc(NC1CCCCC1)c1sccc12	/	30%	/	11%	/	-4	/
COc1ccc(CCNC(=O)c2c(O)nc3c(C)cccn3c2=O)cc1OC	/	12%	/	-1%	/	12	/
O=C(O)c1cnc(-c2ccc(F)cc2)nc1-c1ccncc1	0%	?	-22%	3%	?	10	i
Cc1nc(C2CCCCN2C(=O)Cc2ccccc2)n[nH]1 (stereo not given)	2%	-16%	-1%	-3%	i	2	5%
CC[C@@]1(O)CCN(C(=O)c2ccc(OC)c(N3CCOCC3)c2)C[C@H]1O	-9%	2%	-1%	-16%	-9%	8	-16%
O=C(O)C[C@@H]1CCN(C(=O)c2ccc(F)cc2)C[C@@H]1CCN1CCOCC1	-3%[172 µM]	-23%[87.6 µM]	-1%[172 µM]	15%[87.6 µM]	i	4	1%[88.5 µM]
CCn1cc(C(=O)NCc2ccc(F)cc2)c(=O)c2cc(S(=O)(=O)N(C)C)ccc21	/	23%	/	-3%	/	5	/
Cc1nn(CC(=O)N[C@@H]2CCOC[C@H]2OCCO)c(=O)c2ccccc12	i	-15%	-2%	3%	-2%	1	1%
O=C(NC1CCc2nnc(C3CC3)n2CC1)c1ccco1 (stereo not given)	-28%	14%	-14%	2%	-18%	9	i
CC(=O)c1ccc(NC(=O)O[C@@H]2CO[C@H]3[C@@H]2OC[C@@H]3n2nnnc2-c2ccc(CN3CCOCC3)cc2)cc1	-25%	19%	12%	1%	-8%	13	2%
Cc1[nH]nc(CCC(=O)N2CCC3(CCCN(CC(C)(C)C)C3)C2)c1C (stereo not given)	-11%	12%	0%	3%	-24%	-13	-31%
CC(=O)c1cccc(NC(=O)Cn2c(=O)n(-c3cccc(C)c3)c(=O)c3c2cc(C)n3C)c1	-18%	?	-11%	?	-9%	6	i
CCc1nc2c(c(-c3ccc(Cl)cc3)n1)CCN([S+](=O)([O-])c1cccc(OC)c1)CC2	-2%	?	-1%	6%	-1%	4	3%
Cc1ccc(NC(=O)C2CCN(C(=O)c3ncn4c3COC(c3ccccc3)C4)CC2)cc1 (stereo not given)	9%	71%[activator]	2µM*	6%	-9%	0	i
O=C(NCc1nnc2ccc(-c3ccccc3)nn12)c1ccccc1OC(F)(F)F	-18%	6%	0%	-20%	-9%	-5	-14%

This is a subset. The share of hits here may be higher or lower than overall.
